Screening data deposited in PubChem by The Scripps Research Institute Molecular Screening Center.
MITF primary – MITF inhibitors, primary screen, biochemical, AlphaScreen, human; inhibition, % at 2.6 µM; AlphaScreen MITF homodimerization, bead proximity signal; actives 0.91% (n = 650,000); Microphthalmia-associated transcription factor (Homo sapiens), O75030; AID 1259374, 2018; in the data active = inhibition above about 50%;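 note: 0% = vehicle wells with protein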
Target sequence (O75030 whole entry, looked up): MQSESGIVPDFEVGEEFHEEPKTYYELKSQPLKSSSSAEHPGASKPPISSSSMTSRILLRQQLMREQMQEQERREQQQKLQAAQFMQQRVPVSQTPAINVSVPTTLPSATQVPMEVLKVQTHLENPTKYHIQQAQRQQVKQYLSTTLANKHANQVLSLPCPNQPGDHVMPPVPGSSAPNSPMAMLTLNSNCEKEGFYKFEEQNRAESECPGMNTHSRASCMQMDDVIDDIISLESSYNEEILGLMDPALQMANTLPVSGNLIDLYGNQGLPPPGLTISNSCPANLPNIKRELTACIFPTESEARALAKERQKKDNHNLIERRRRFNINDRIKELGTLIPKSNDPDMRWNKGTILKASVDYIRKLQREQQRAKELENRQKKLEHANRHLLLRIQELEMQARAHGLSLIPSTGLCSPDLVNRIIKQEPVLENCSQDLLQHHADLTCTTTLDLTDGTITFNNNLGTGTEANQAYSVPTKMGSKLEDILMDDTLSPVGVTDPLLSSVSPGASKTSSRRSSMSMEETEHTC
GPR151 ag – activators of human GPR151, primary screen, cell-based, PathHunter beta-arrestin, luminescence. G-protein coupled receptor 151 (Homo sapiens), Q8TDV0. PathHunter beta-arrestin GPR151 cells. activation, % at 11.2 µM. actives 1% (n = 650,000). AID 1508602, 2020; in the data active = activation above about 4.9%;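 note: 0% = median of compound wells and 100% = cells with positive control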
Target sequence (Q8TDV0 whole entry, looked up): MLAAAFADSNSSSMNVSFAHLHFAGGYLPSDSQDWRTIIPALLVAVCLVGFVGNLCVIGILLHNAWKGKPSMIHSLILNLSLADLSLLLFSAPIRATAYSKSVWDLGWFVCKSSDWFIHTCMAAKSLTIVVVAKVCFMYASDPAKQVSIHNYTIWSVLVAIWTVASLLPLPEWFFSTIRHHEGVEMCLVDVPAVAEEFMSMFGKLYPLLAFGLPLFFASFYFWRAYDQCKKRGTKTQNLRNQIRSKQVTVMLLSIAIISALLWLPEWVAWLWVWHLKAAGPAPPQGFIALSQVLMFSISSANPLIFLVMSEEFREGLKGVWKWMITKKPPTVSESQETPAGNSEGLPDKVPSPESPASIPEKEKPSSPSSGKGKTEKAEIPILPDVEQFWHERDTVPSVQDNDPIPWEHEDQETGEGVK
TEAD-YAP inh – TEAD-YAP interaction inhibition, primary screen, TEAD-YAP interaction inhibitor project, luminescence, HEK-TIYL cells; inhibition, % at 9.12 µM; TEAD-Gal4/YAP UAS-luciferase luminescence; actives 1.4% (n = 640,000); in the data active = inhibition above about 32%;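 note: 0% = median of test compound wells and 100% = reference inhibitor wells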
FBW7 activator – FBW7 E3 ligase activators, primary screen, biochemical, AlphaScreen, human; F-box/WD repeat-containing protein 7 (Homo sapiens), Q969H0; AlphaScreen FBW7–phospho-cyclin E peptide binding, activator screen; normalized activity (activation), % at 26.1 µM; actives 0.13% (n = 650,000); in the data active = normalized activity above about 1.9%;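 note: purified mutant Fbw7 with reduced substrate affinity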
Numbers without * were called inactive; & = joins results of further samples.

smiles,MITF primary,GPR151 ag,TEAD-YAP inh,FBW7 activator
COc1cccc(C(=O)Nc2c(C)ccc3nsnc23)c1,-2,0.7,11,0.2
O=C(CC(c1ccccc1)c1ccccc1O)N1CCCC1 (stereo not given),3,1.1,-4,0.1
Cc1cc(NC(=O)CSc2nnc3sc4ccccc4n23)no1,1,-0.9,6,0.0
CCCCSC1=NN2CCCC(=O)N=C2S1,6,-1.0,-63,-0.1
CCOc1ccc(NC(=O)CN(c2ccc(C)cc2)S(C)(=O)=O)cc1,12,-0.7,-48,0.5
NCCCCNCCCN,-7&3&7,-1.2&2.9&-1.1,0&1,0.1&0.1&0.2
COCc1cc(C)nc(SCC(=O)Nc2ccc3c(c2)n(C)c(=O)n3C)c1C#N,5,-0.6,-1,0.1
CC(=O)c1ccc(NCC(=O)NC(c2ccccc2)c2ccccc2)cc1,17,-0.3,2,0.1
CC(C)N(CCNc1nc(-c2csc3ccccc23)nc2c1ncn2C(C)C)C(C)C,-7,-0.5,29,-0.1
Cc1nn2c(NCc3ccncc3)c3c(nc2c1-c1ccc(F)cc1)CCC3,2,0.6,-13,0.1
Cc1c(C(=O)N2CCN(c3ccccc3F)CC2)sc2ncn(CC(=O)N3CCCCC3)c(=O)c12,-5,-1.4,-7,-0.2
COc1ccc(Br)cc1/C=N/NC(=O)COc1ccccc1OC,8,0.4,1,0.0
Cc1nc(N2CCOCC2)c2c(C)c(C(=O)NCCN(C)c3cccc(Cl)c3)sc2n1,9,-1.2,-3,0.0
Cc1ccc(C)c(OCC(O)CN2CCN(CCO)CC2)c1 (stereo not given),26,-1.7,8,0.7
O=C(CCc1n[nH]c(=O)[nH]c1=O)N/N=C/c1ccncc1,-9,-0.7,7,0.0
CCCNC(=O)c1ccc(N2CCCCCC2)c([N+](=O)[O-])c1,7,0.8,-5,0.2
O=C1CSC(=S)N1N1C(=O)C2C3c4ccccc4C(c4ccccc43)C2C1=O (stereo not given),18,-1.7,10,0.1
CCOC(=O)c1cnc2ccc(C(=O)OC)cc2c1Nc1ccc(N2CCOCC2)cc1,0,-0.8,-9,-0.1
O=C(Nc1ccc(O)cc1)c1cccc([N+](=O)[O-])c1,-6,-3.6,14,0.2
CC(Cc1cccnc1)NC(=O)c1ccc(OC2CCN(Cc3ccccn3)CC2)cc1 (stereo not given),3,1.2,1,-0.1
COc1ccc(Nc2ncnc3c2cnn3C)cc1OC,16,-0.5,2,0.1
COc1cc(C(C)=O)ccc1OCC(=O)Nc1nnc(C)s1,-4,-0.1,2,0.0
Cc1ccc(N2C(=O)CC(Sc3nc4c(cc3C#N)CCCCC4)C2=O)cc1 (stereo not given),18,-0.9,-1,0.1
COc1ccc2c(c1OC)C(=O)N(c1ccccn1)C2,-5,0.0,-24,0.1
Cc1nnc2sc(SCc3ccc([N+](=O)[O-])cc3)nn2c1=O,-5,0.4,1,0.0
COc1cc(CN2CCC(S(=O)(=O)c3ccc(C)cc3)CC2)cc(OC)c1,-2,2.3,2,-0.1
CC1=NN(CCC#N)C(=O)/C1=C/c1ccc(N)cc1,13,-0.7,7,-0.9
CS(=O)CCNC(=O)CN1N=C(C(C)(C)C)Cn2c(cc3ccccc32)C1=O (stereo not given),-5,0.0,-5,-0.2
COc1cccc(CN2CCc3nnc(C(C)NC(=O)c4ccccc4C)n3CC2)c1O (stereo not given),-2,-0.2,-7,0.0
CCN(CC)c1ccc(C(=O)N2CCN(Cc3ccccc3)CC2)cc1,6,0.4,6,-0.3
COc1ccc(CNc2ncnc3c2c(-c2ccccc2)cn3-c2ccc(OC)cc2)cc1,2,4.9,-1,0.2
COc1ccc(C(=O)Nc2ccc(O)c(-c3nc4cc(C)c(C)cc4o3)c2)cc1,-1,0.3,-4,-0.1
O=C(CCc1ccccc1)NNC(=O)c1ccc(Br)cc1,13,-0.9,11,0.4
CC1=C(C#N)C(NC(=O)c2ccc(Cl)cc2Cl)(C(F)(F)F)C(=O)N1 (stereo not given),0,2.0,2,0.1
Cc1ccc2oc(-c3cccnc3)nc2c1,0,-5.6,-19,-0.1
CCCOc1ccc(C(=O)Nc2cc(-c3nc4ncccc4o3)ccc2C)cc1,7,0.2,10,0.5
N#CSC(C#N)Cc1ccc(Cl)c(Cl)c1 (stereo not given),-16,-0.8,6,-0.4
COc1cc(C2N(c3ccccn3)C(=O)C3CCCN32)cc(OC)c1OC (stereo not given),0,0.1,-2,0.1
Cc1cc(=O)oc2cc(OC3CCCCC3=O)ccc12 (stereo not given),-14,-0.4,-11,-0.2
O=C(NCCc1ccccc1)C1CC(=O)N(Cc2ccccc2)C(=Nc2ccc(Cl)cc2)S1 (stereo not given),-5,0.9,5,0.3
CCOc1ccc(CC(=O)N2CCC(c3nc(-c4cccnc4)n[nH]3)CC2)cc1,-2,-0.5,-2,0.0
O=C(Nc1cc[n+](Cc2ccccc2)cc1)c1ccccc1,12,-0.5,-8,0.1
CC1CCc2c(sc(NC(=O)CCCOc3ccc(Cl)cc3)c2C(N)=O)C1 (stereo not given),1,-0.2,2,0.5
COc1cc(/C=N/NC(=O)Cc2n[nH]c(=O)[nH]c2=O)cc(OC)c1O,8,2.1,15,0.0
O=C(COc1ccccc1Cl)Nc1ccc2c(c1)C(=O)NC2=O,14,-0.1,-27,0.1
N#Cc1ccc(/C=C2\NC(=O)N(Cc3ccc(Cl)cc3)C2=O)cc1,8,-1.1,20,-0.3
CCOC(=O)CSc1nnc(NC(=O)c2cccc([N+](=O)[O-])c2C)s1,5,-1.6,1,-0.1
COCC(=O)O[C@]1(CCN(C)CCCc2nc3ccccc3[nH]2)CCc2cc(F)ccc2[C@@H]1C(C)C,10,0.1,-4,-0.1
COc1ccccc1-c1cc(C(=O)N2C(C)CCCC2C)no1 (stereo not given),-3,1.0,-16,-0.1
CCCn1c(C(O)c2ccc(OCc3ccccc3)cc2)nc2ccccc21 (stereo not given),0,1.3,9,0.0
CCOC(=O)c1nc2cc3n(c(C)c-2c1C)C(C)C(CC)=C3C (stereo not given),-1,-0.6,-4,0.0
COC(=O)c1sc(NC(=O)c2ccc(C)cc2C)c(C#N)c1C,-1,-0.6,-8,0.2
Cc1cc(C(=O)NCCc2ccccc2)no1,-1,-0.8,-33,-0.1
COc1ccc(CCNC(=O)c2nc3ccccc3[nH]2)cc1,13,-1.3,-26,-0.1
N#C/C(=C(/O)Cn1nc(C(=O)O)c2ccccc2c1=O)c1nc2ccccc2s1,-8,1.9,9,-0.1
OCCNc1nc(-c2cccs2)nc2c1ncn2-c1ccccc1,3,-0.9,18,0.0
COc1cccc2c1CCN(Cc1ccc(Cl)cc1)C2=O,-11,-0.2,-4,-0.1
N#C/C(=C(/O)COC(=O)c1ccc(NC(N)=O)cc1)c1nc2ccccc2[nH]1,5,0.9,8,-0.5
Cc1ccc2oc(-c3ccc(C)c(NC(=O)c4cccc(Cl)c4Cl)c3)nc2c1,-5,-0.8,10,-0.1
O=C(Nc1ccc(Nc2ccc(-n3cccn3)nn2)cc1)c1ccccc1Cl,58*,0.5,-1,-0.2

Next results follow.
smiles,MITF primary,GPR151 ag,TEAD-YAP inh,FBW7 activator
CCN1CCN(C(=O)c2n[nH]c(=O)c3ccccc23)CC1,1,0.6,0,0.0
COc1ccc(C(=O)NCCc2nnc3n2CCN(Cc2cccc(C)c2)CC3)cc1,-12,1.3,12,0.0
OC(c1ccc(Cl)cc1)(C(F)(F)F)C(F)(F)F,4,-0.5,12,0.0
Cc1nc2cnc(-c3ccc(N(C)C)cc3)cn2c1NC(=O)c1ccncc1,13,0.6,-41,-0.1
Cc1ccc(NC(=O)CCC2=NS(=O)(=O)c3cc(Br)cnc3N2)cc1,12,0.1,-1,0.3
CC(C)(CCC(=O)NC1CCCCC1)C(=O)NC1CCCCC1,1,-1.0,7,-0.1
COc1ccc(C(=O)Nc2ccc(NC(=O)c3ccco3)c(C)c2)cc1OC,0,3.0,-5,-0.1
Cc1cc(C)c(C(=O)C/C(=N/O)C(F)(F)F)c(=O)[nH]1,5,0.3,-8,0.0
COc1ccc2nc3oc(C(=O)N4CCN(c5ccccc5)CC4)cc3cc2c1,0,0.3,-23,0.0
CCN(CC)c1ccc2cc(C(=O)NC(C)=O)c(=Nc3ccc(C(C)=O)cc3)oc2c1,3,-0.3,10,0.2
O=C1NS(=O)(=O)c2ccccc21,-10&-3,-0.6&2.1,-12&4,0.0&0.3
CCCS(=O)(=O)N1CCC(C(=O)NC(C)CC)CC1 (stereo not given),5,0.2,-1,0.1
Cc1ccc(N2C(=O)CC(N3CCN(Cc4ccc(Cl)cc4)CC3)C2=O)cc1Cl (stereo not given),13,5.1*,1,0.0
O=C(NCC1CCC2(CCN(Cc3ccncc3)CC2)O1)C1=CCCC1 (stereo not given),-2,0.3,-5,0.0
CCN(C)c1ccc(/C=C2/C(=O)N(c3cccc(Br)c3)N=C2C)cc1,15,0.7,12,-0.4
O=C(CCN1C(=O)c2ccccc2C1=O)Nc1cccc(Br)c1,10,1.1,5,-0.1
Cn1c(=O)cc(OCC(=O)N2CCCCC2)c2ccccc21,-10,-0.6,-9,0.0
CCOC(=O)C1=CN(Cc2ccc(Cl)cc2)C=C(C(=O)OCC)C1c1ccc(OCc2ccccc2)c(OC)c1,-11,-0.4,2,0.5
CC(=O)C1=C(C)OC(N)=C(C#N)C1c1cc(Br)ccc1OCC#N (stereo not given),-4,3.7,-5,-0.3
CCC(=O)NC(c1nnc2n1CCN(Cc1cccc3cccnc13)CC2)C(C)C (stereo not given),-1,1.0,2,0.1
S=c1[nH]nc2nc3[nH]c4ccccc4c3nn12,-2,-1.2,-1,-0.1
COc1ccccc1CN1CCC2(CCC(CNC(=O)C3CC(=O)c4ccccc43)O2)CC1 (stereo not given),6,-0.9,-1,1.5
O=C(O)c1ccc2c(c1)C(=O)N(c1nccs1)C2=O,4,-1.8,-4,0.1
COc1cccc(NC(=O)Nc2nnc(SCc3ccccc3)s2)c1,16,-1.3,-12,0.8
COc1ccc(Cn2c(=O)[nH]c3cc(C(=O)NC4CCC(C)CC4)ccc3c2=O)cc1 (stereo not given),-8,-0.4,12,-0.1
COc1cccc(C(=O)COC(=O)C(C)N2C(=O)C3C4C=CC(C4)C3C2=O)c1 (stereo not given),9,-0.9,-3,0.2
O=C(CCn1c(=S)[nH]c2ccccc2c1=O)NCc1ccccc1,-4,1.7,0,0.0
NC(=O)CC(=O)NC12CC3CC(CC(C3)C1)C2,-30,-0.1,8,-0.2
COc1cc(-c2nc3c4ccccc4ncn3n2)cc(OC)c1OC,3,0.1,5,0.1
N#Cc1cc2cc3c(cc2nc1NCCNC(=O)Cc1ccc(Cl)cc1)OCO3,-4,0.1,-7,-0.1
O=c1[nH]c(Nc2cccc(Cl)c2)nnc1Cc1ccccc1,-5,0.5,4,-0.1
Cn1c(=O)[nH]c(=O)c2c1nc1n2CC(O)CN1c1ccc2ccccc2c1 (stereo not given),13,-1.4,-5,0.0
COCCNC(=O)CN1C(=O)CC(C)(C)S(=O)(=O)c2ccccc21,12,-0.3,3,0.5
Cc1ccc(S(=O)(=O)N2CCCC(C(=O)Nc3cccc4ccccc34)C2)cc1 (stereo not given),3,-0.3,3,0.0
Cc1ccccc1CNC(=O)Cn1ncn2cccc2c1=O,11,2.2,-35,0.0
C=CCNC(=O)/C(=C\c1ccc(OC)cc1)NC(=O)c1ccc(Br)cc1,10,-0.9,4,0.0
CC(C)n1cc(CN2CCC(n3nccc3NC(=O)Cc3ccccc3)CC2)cn1,9,0.4,15,0.7
Cn1cc(OCc2ccc(F)cc2)c(=O)cc1C(=O)NC1CCN(Cc2ccccc2)CC1,6,0.0,10,0.2
CC(=O)Nc1ccc(C(=O)N2CCN(c3ccccc3)CC2)cc1[N+](=O)[O-],-2,0.7,4,-0.1
COc1ccc2c(c1)c(/C=C/c1nc3ccccc3c(=O)n1-c1cccc([N+](=O)[O-])c1)c(C)n2C,-6,0.9,4,-0.2

Looked up by structure from the list above, seven records:
smiles,MITF primary,GPR151 ag,TEAD-YAP inh,FBW7 activator
COc1ccccc1CN1CCC2(CCC(CNC(=O)C3CC(=O)c4ccccc43)O2)CC1 (stereo not given),6,-0.9,-1,1.5
Cn1c(=O)[nH]c(=O)c2c1nc1n2CC(O)CN1c1ccc2ccccc2c1 (stereo not given),13,-1.4,-5,0.0
O=c1[nH]c(Nc2cccc(Cl)c2)nnc1Cc1ccccc1,-5,0.5,4,-0.1
COc1ccc2c(c1)c(/C=C/c1nc3ccccc3c(=O)n1-c1cccc([N+](=O)[O-])c1)c(C)n2C,-6,0.9,4,-0.2
Cn1cc(OCc2ccc(F)cc2)c(=O)cc1C(=O)NC1CCN(Cc2ccccc2)CC1,6,0.0,10,0.2
COCCNC(=O)CN1C(=O)CC(C)(C)S(=O)(=O)c2ccccc21,12,-0.3,3,0.5
CC(C)n1cc(CN2CCC(n3nccc3NC(=O)Cc3ccccc3)CC2)cn1,9,0.4,15,0.7
